# HePTP inhibitor – inhibitors of human HePTP phosphatase, primary screen, biochemical, absorbance, leukemia target | inhibition, % at 20 µM | 0.64% of 110,000 active | recombinant HePTP phosphatase activity, OD absorbance; in the data active = inhibition above about 50%;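 also: plate controls were vehicle for no effect and reference inhibitor for full effect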
# Target sequence (P35236 whole entry, looked up): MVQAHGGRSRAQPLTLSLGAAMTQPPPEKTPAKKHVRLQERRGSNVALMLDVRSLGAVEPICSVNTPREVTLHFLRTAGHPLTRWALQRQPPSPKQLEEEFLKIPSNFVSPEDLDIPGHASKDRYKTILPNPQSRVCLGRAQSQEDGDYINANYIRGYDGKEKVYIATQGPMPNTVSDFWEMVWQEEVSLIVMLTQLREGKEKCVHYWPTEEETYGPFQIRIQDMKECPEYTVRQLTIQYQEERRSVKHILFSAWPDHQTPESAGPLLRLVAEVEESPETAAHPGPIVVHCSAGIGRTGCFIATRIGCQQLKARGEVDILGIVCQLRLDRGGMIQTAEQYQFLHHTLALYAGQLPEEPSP
# BAP1 inh – inhibitors of BAP1 deubiquitinase, primary screen, biochemical, Ub-AMC fluorescence, kinetic | Ubiquitin carboxyl-terminal hydrolase BAP1 (Homo sapiens), Q92560 | recombinant BAP1, Ub-AMC hydrolysis fluorescence kinetic; active compounds read low | activity remaining (% of control), % at 20 µM | 0.48% of 72,000 active;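 active = activity remaining at or below 50% of control, provided the compound also passes the data quality filters; inactive = the rest, including low values that fail the filters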;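 also: 100% = DMSO wells rate and 0% = substrate alone blank rate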
# * marks the source's active call; other numbers are inactive results; nt = not tested or not shown; & = joins results of further samples.
SMILES,HePTP inhibitor,BAP1 inh
O=c1cc(O)nc(SCc2ccc(Cl)cc2)[nH]1,1.0&-14.3,115.2
Cn1c(=O)c2c(nc(NCCc3ccccc3)n2Cc2ccc(F)cc2)n(C)c1=O,-0.9,81.9
COc1ccc(C(=O)/C=C\Nc2ccc([N+](=O)[O-])cc2)cc1,-1.6,nt
CCOc1ccccc1NC(=O)N1CCCC1C(=O)Nc1ccc(NC(C)=O)cc1 (configuration not stated),-3.6,102.8
O=C(O)CCCc1nc(-c2ccccc2)no1,-2.9,101.6
CCOc1ccc(NC(=O)C2COc3ccccc3O2)cc1 (configuration not stated),-1.2,nt
O=c1oc2ccccc2c2nccnc12,7.1,93.2
Cc1cccc(C)c1NC(=O)CO/N=C(\N)c1nonc1N,-4.0,nt
COc1ccc(N2C(=O)/C(=C/c3cc(Cl)cc(Cl)c3O)C(=O)NC2=S)cc1,0.7,nt
COc1cccc(NC(=O)Cc2ccccc2[N+](=O)[O-])c1,5.5,nt
OCCN1CCN(CC#CCn2c3ccccc3c3ccccc32)CC1,-1.6,100.1
COc1cc(-c2nnc(-c3ccc(N4CCOCC4)cc3)o2)cc(OC)c1OC,6.4,493.1
CCOC(=O)c1sc2cccc(F)c2c1N,5.5,nt
COc1ccc(C2C(C(=O)Nc3cc(C)on3)c3ccccc3C(=O)N2C)cc1 (configuration not stated),1.5,nt
CCN(C1CCCCC1)S(=O)(=O)c1ccc(S(=O)(=O)NCc2ccncc2)cc1,6.3,101.1
C=C(C)CN(CC)CCC(=O)Nc1ccc(OC)cc1OC,1.5,147.5
O=C(O)c1ccc2c(c1)C(=O)N(c1cccc(C(=O)Nc3cccc(Cl)c3)c1)C2=O,4.2,nt
Nc1nc(OCC(F)(F)C(F)F)cc(-c2ccccc2)n1,4.7,nt
CCOc1cc(C2C3=C(CC(C)(C)CC3=O)NC3=C2C(=O)CC(C)(C)C3)cc(Br)c1OC,4.1,nt
CC(C)CNC(=O)Cn1cnc2c1c(=O)n(C)c(=O)n2C,nt,77.7
O=C(Nc1nccs1)C1CCCN(S(=O)(=O)c2cccc3cccnc23)C1 (configuration not stated),2.8,87.5
O=C1C(=O)N(CCCn2ccnc2)C(c2cccnc2)/C1=C(/O)c1ccc(Br)cc1 (configuration not stated),4.1,nt
CCCCCCC(=O)N1CCN(c2cc3c(cc2F)c(=O)c(C(=O)O)cn3CC)CC1,5.0,110.2
COc1ccc(CCNc2oc(-c3ccccc3OC)nc2C#N)cc1,0.9,nt
c1ccc2cc3[nH]c(CN4CCCCC4)nc3cc2c1,7.9&1.3,76.3
C=C(C)COc1ccc2c(-c3ccccc3)cc(=O)oc2c1OCC(=C)C,-0.6,nt
CS(=O)(=O)n1nc(OC(=O)c2cccc3ccccc23)cc1N,5.9,97.8
CCc1nnc(NC(=O)CSc2nc(-c3ccc(OC)cc3)ns2)s1,-7.2,84.1
O=C(CCN1CCOCC1)Nc1c(-c2ccccc2)c2cc(Br)ccc2[nH]c1=O,0.2,96.5
Cn1c(SC2=CS(=O)(=O)c3ccccc32)nc2ccccc21,8.4,103.9
O=C(c1ccc(COc2ccccc2Cl)o1)N1CCN(c2ccccc2)CC1,6.9,66.5
CC(C)(C)C1CCc2c(sc(NC(=O)c3cccs3)c2C(N)=O)C1 (configuration not stated),9.4,nt
O=C(O)C1CCCCC1C(=O)Nc1ccc(-c2ccccc2)cc1 (configuration not stated),-4.0,nt
CS(=O)(=O)N(Cc1ccccc1)c1ccccc1C(=O)N[C@H]1C[C@@H]2CC[C@H]1C2,-0.6,nt
CS(=O)(=O)N1CCN(C(=O)c2ccccc2)C1,-5.9,99.7
CN(CCCn1c(=S)[nH]c2ncccc2c1=O)Cc1ccccc1,-4.4,101.3
COc1ccc(-n2nc3cc(C)c(NC(=O)COc4ccc(Cl)cc4C)cc3n2)cc1,2.6,nt
N#Cc1c(/N=C/N2CCCCC2)sc2c1CCCC2,-12.3,nt
CC12COC3(C(=O)NCCc4ccccc4)CC1CCC32C (configuration not stated),nt,136.3
COc1ccc2nnc(-c3ccccc3)n2n1,2.7&8.4,103.8
O=C(COC(=O)Cc1cccs1)Nc1ccccc1,5.9,98.6
Cc1ccc(NC(=O)c2ccc([N+](=O)[O-])cc2NC(=O)c2ccccc2)c(C)c1,3.9,nt
CC1=[N+](CCO)c2ccccc2C1(C)C,10.6,nt
CCC1(c2ccc(F)cc2)NC(=O)N(CC(=O)N2CCOCC2)C1=O (configuration not stated),7.2,nt
O=C(Nc1ccc(NC(=O)C2CCCN2C(=O)OCc2ccccc2)cc1)c1ccco1 (configuration not stated),nt,101.4

# Retrieved by structure from the list above:
SMILES,HePTP inhibitor,BAP1 inh
CC12COC3(C(=O)NCCc4ccccc4)CC1CCC32C (configuration not stated),nt,136.3
CS(=O)(=O)N(Cc1ccccc1)c1ccccc1C(=O)N[C@H]1C[C@@H]2CC[C@H]1C2,-0.6,nt
O=C(O)C1CCCCC1C(=O)Nc1ccc(-c2ccccc2)cc1 (configuration not stated),-4.0,nt

# More entries follow.
SMILES,HePTP inhibitor,BAP1 inh
CC(C)C1CC(=O)NC(SCC(=O)Nc2ccc(Br)cc2)=C1C#N (configuration not stated),-8.8,105.5
O=C(CN(c1ccc(F)cc1)S(=O)(=O)c1ccc2c(c1)OCCO2)Nc1cccnc1,6.0,142.2
O=C(CSc1ccccc1)Nc1ccccc1N1CCOCC1,2.3,110.8
CCOc1ccc(C(=O)Nc2ccc(OC(F)(F)F)cc2)cc1,103.0*,nt
O=C(N/N=C(/C=N/O)c1ccccc1)c1cccc(Br)c1,9.2,nt
CCOc1cc(Br)cc(/C=C2/SC(=S)N(c3ccccc3)C2=O)c1O,-17.3,nt
Cc1ccc(S(=O)(=O)N2CCN(C(=O)N3CCOCC3)C2C(C)C)cc1 (configuration not stated),3.4,95.3
COC(=O)CN(c1cc(Cl)ccc1OC)S(=O)(=O)c1ccccc1,9.2,nt
CCc1ccc(-c2nc(-c3cc(OC)c(OC)c(OC)c3)no2)cc1,1.9,nt
Cc1ccc(SCCc2ccncc2)cc1,-26.1,nt
Cc1ccc(-n2nc3cc(C)c(NC(=O)c4ccc5c(c4)OCCO5)cc3n2)cc1,-5.2,nt
CC(=O)NCCOc1cccc(OCCNC(C)=O)c1,-1.2,94.1
Cc1nc2c(c(=O)n1CC1CCCO1)c1nc3ccccc3nc1n2CCC(C)C (configuration not stated),7.0,168.3
Cn1c(=O)[nH]c(=O)c2c1nc(NCCCO)n2CCCc1ccccc1,3.7,94.3
COc1ccc(/C=C2/SC(N)=NC2=O)c(OC)c1,-6.8,nt
CCOc1ccc(-n2c(C)cc(C=O)c2C)cc1,8.8,nt
O=C(c1cccc2ccccc12)N1CCC(N2CCN(c3ccccc3)CC2)CC1,-1.6,99.3
CCOC(=O)CCCCC(=O)c1[nH]c(=O)[nH]c1Cn1cnc2ccccc21,7.0,112.5
Cc1nn(CCCC(=O)N2CCc3ccccc3C2)c(=O)c2cc3sccc3n12,-12.2,90.9
Cc1nc(SC2CC(=O)N(c3ccccc3)C2=O)nc2c1CCCC2 (configuration not stated),-4.7,95.5
CCOc1cccc2c1NC(C)(C)C1=C2C2(SC(C(=O)OC)=C(C(=O)OC)S2)C(C(=O)OC)=C(C(=O)OC)S1,10.2,nt
CCOc1ccccc1C(=O)N(Cc1ccco1)C1CCS(=O)(=O)C1 (configuration not stated),2.2,97.5
CCOc1ccccc1NC(=O)C(=O)NCc1ccc(F)cc1,5.8,nt
Clc1ccccc1-c1nnc(-c2ccc(-c3ccccc3)cc2)o1,6.2,nt
O=[N+]([O-])c1cccc(/C=N\N2CCN(c3ccc(Cl)cc3)CC2)c1,-19.1,nt
C/C(CC(=O)Nc1ccccc1C(N)=O)=N\NC(=O)c1ccoc1C,0.2,nt
O=C1C2CCCN2C(c2ccc(F)c(F)c2)N1c1cccc(Cl)c1 (configuration not stated),3.1,96.3
Cc1ccc(C)c(NCn2nnc3ccccc32)c1,5.7,nt
Cc1ccc(Cl)cc1N(Cc1ccc(C(=O)N(C(C)C)C(C)C)cc1)S(=O)(=O)c1ccccc1,5.7,nt
COCCN(CCOC)S(=O)(=O)c1ccc(C(=O)NC2CCN(Cc3ccccc3)CC2)cc1,5.4,98.6

# Compounds listed so far that have bromine:
SMILES,HePTP inhibitor,BAP1 inh
CCOc1cc(C2C3=C(CC(C)(C)CC3=O)NC3=C2C(=O)CC(C)(C)C3)cc(Br)c1OC,4.1,nt
O=C1C(=O)N(CCCn2ccnc2)C(c2cccnc2)/C1=C(/O)c1ccc(Br)cc1 (configuration not stated),4.1,nt
O=C(CCN1CCOCC1)Nc1c(-c2ccccc2)c2cc(Br)ccc2[nH]c1=O,0.2,96.5
CC(C)C1CC(=O)NC(SCC(=O)Nc2ccc(Br)cc2)=C1C#N (configuration not stated),-8.8,105.5
O=C(N/N=C(/C=N/O)c1ccccc1)c1cccc(Br)c1,9.2,nt
CCOc1cc(Br)cc(/C=C2/SC(=S)N(c3ccccc3)C2=O)c1O,-17.3,nt

# Carrying on:
SMILES,HePTP inhibitor,BAP1 inh
COC(=O)CN1C(=O)/C(=C\c2ccc(C)cc2)SC1=S,-2.8,nt
Cc1ccc(NC(=O)/C=C/c2ccc([N+](=O)[O-])cc2)cc1C,14.0,nt
CCOc1ccccc1Oc1c(C)oc2c(CN3CCN(CCO)CC3)c(O)ccc2c1=O,7.9,nt
COC(=O)c1cc(NC(=O)c2ccc3ccccc3c2)cc(C(=O)OC)c1,-3.8,nt
O=C(NCc1ccccn1)c1ccc(/C=N/O)nc1,8.2,103.0
CCOC(=O)COc1ccccc1/C=C1/C(=O)NN(c2ccccc2)C1=O,1.0,nt
O=c1[nH]c2ccc(N=Cc3cn(Cc4ccc(Cl)cc4Cl)c4ccccc34)cc2[nH]1,-7.0,nt
COc1ccc(/C=C2/SC(=Nc3ccccc3Cl)NC2=O)c2ccccc12,1.7,nt
COCc1nc2ccccc2n1Cc1ccccc1,-2.6,nt
COc1ccc(-c2csc(-c3nc(-c4ccc(OC)c(OC)c4)cs3)n2)cc1OC,7.7,nt
O=C(COC(=O)c1ccccc1Oc1ccccc1)NCc1ccco1,12.6,nt
Clc1cccc(-c2nn3c(-c4cccc(Cl)c4)nnc3s2)c1,2.0,nt
O=C1S/C(=C/c2ccccc2)C(=O)N1CN1CCCCC1,1.3,nt
COc1cccc(NC(=O)c2sc3ccccc3c2Cl)c1,-1.8,nt
CCOC(=O)c1cc2cc(Cl)ccc2oc1=O,3.2,nt
COc1ccc(CCN2C(=O)C(O)=C(C(=O)c3ccco3)C2c2cccs2)cc1OC (configuration not stated),4.8,94.8
Cc1cc([N+](=O)[O-])ccc1-c1ccc(/C=C2\SC(=O)N(c3cccc(Cl)c3)C2=O)o1,-2.2,nt
O=C(CN1CCC(c2nc3ccccc3[nH]2)CC1)NCc1ccc2c(c1)OCO2,6.7,nt
Cn1c(N)c(C(=O)COC(=O)CCC(=O)c2cccs2)c(=O)n(C)c1=O,2.0,95.7
CC(C)Cn1cc(C(=O)NCC2CCCO2)c2c3ccccc3n(C)c2c1=O (configuration not stated),2.8,nt
Cc1cc2nc(-c3ccc(C)c(NC(=O)/C=C/c4ccco4)c3)oc2cc1C,-11.8,nt
CCOC(=O)c1ccc(NC(=O)C2CC(=O)N(C)C(=Nc3ccccc3OC)S2)cc1 (configuration not stated),nt,56.6
CCCN(Cc1ccccc1)S(=O)(=O)c1ccc(N2C(=O)CCC2=O)cc1,-4.7,95.5
O=[N+]([O-])c1ccccc1S(=O)(=O)Nc1ccc(S(=O)(=O)N2CCCCC2)cc1,8.3,nt
CN(C)c1ccc(C2C=C(Nc3ccccc3)C(=O)N2c2ccccc2)cc1 (configuration not stated),7.2,91.5
CCOC(=O)C1=C(C)NC(=O)C1(NC(=O)c1cccnc1)C(F)(F)F (configuration not stated),-5.3,99.3
CCOc1ccc(-n2nc(C(=O)N3CCOCC3)c3ccccc3c2=O)cc1,1.1,95.6
